Screening results as filed in PubChem.
S1P2 agonist: S1P2 receptor agonists, primary screen, cell-based; activation, % at 4.5 µM; S1P2-expressing cell line, agonist reporter read-out; hit rate 0.46% among 97,000; Sphingosine 1-phosphate receptor 2 (Homo sapiens), O95136; in the data active = activation above about 16%;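 also: 0% = vehicle low control and 100% = maximal reference agonist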
Target sequence (O95136 whole entry, looked up): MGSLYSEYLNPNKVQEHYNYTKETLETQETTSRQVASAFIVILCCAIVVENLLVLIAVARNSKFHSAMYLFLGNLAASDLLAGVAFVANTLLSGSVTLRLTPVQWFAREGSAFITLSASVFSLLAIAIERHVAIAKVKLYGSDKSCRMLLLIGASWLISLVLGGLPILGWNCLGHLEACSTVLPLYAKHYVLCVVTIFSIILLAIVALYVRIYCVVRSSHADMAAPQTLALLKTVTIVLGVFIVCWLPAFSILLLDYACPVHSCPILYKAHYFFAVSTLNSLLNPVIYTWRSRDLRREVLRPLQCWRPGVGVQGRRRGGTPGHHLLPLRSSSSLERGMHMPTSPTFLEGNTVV
PostGolgi ctrl: growth inhibition of yeast control strain, primary screen, counter-screen for post-Golgi transport modulator project. efflux-deficient yeast background strain, growth absorbance A615, 16 h. AID 738, 2007. hit rate 5% among 98,000. inhibition, % at 10 µM
sEH activator: soluble epoxide hydrolase activators, primary screen, biochemical, human sEH | hit rate 0.04% among 91,000 | Bifunctional epoxide hydrolase 2 (Homo sapiens), P34913 | activation, % at 2 µM | purified human sEH enzymatic activity, activator screen; in the data active = activation above about 37%; also: values of inactives mirror those of a sister screen read the other way
CD11b adhes inh: inhibitors of CD11b/CD18 adhesion to fibrinogen, primary screen, K562 cells, luminescence | inhibition, % at 10 µM | hit rate 0.54% among 93,000 | ATPlite luminescence; Mn2+ added to activate the integrin | Integrin beta-2 (Homo sapiens) + Integrin alpha-M (Homo sapiens), P05107+P11215;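 active = primary inhibition of 50% or more at 10 µM, then 40% or more on retest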; also: some results filed as inactive read as strong as hits
sEH inhibitor: soluble epoxide hydrolase inhibitors, primary screen, biochemical, human sEH; Bifunctional epoxide hydrolase 2 (Homo sapiens), P34913; recombinant human sEH enzymatic activity assay; inhibition, % at 2 µM; hit rate 0.34% among 91,000; AID 707, 2007; in the data active = inhibition above about 80%; also: values of inactives mirror those of a sister screen read the other way; many of its hits are not listed in these tables
PostGolgi yeast: phenotypic screen on post-Golgi transport, primary screen; inhibition, % at 10 µM; hit rate 0.9% among 98,000; post-Golgi transport phenotypic cell assay;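 also: yeast cells grown in 1536-well plates; yeast grown about 18 h at 30C before absorbance read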
E coli WT exp: growth inhibitors of wild-type E. coli, primary screen, strain BW25113, expanded library, OD600 | hit rate 0.15% among 98,000 | OD600 absorbance | growth inhibition, % at 100 µM;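 active = growth inhibition above about 50% at one test dose, limit read from the data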;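 also: growth measured after 20 h incubation at 37 °C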
S1P2 blocker: human S1P2 receptor antagonists, primary screen, cell-based; inhibition, % at 5 µM; AID 736, 2007; hit rate 0.21% among 97,000; Sphingosine 1-phosphate receptor 2 (Homo sapiens), O95136; cell-based S1P2 antagonist assay, inhibition at 5 uM; in the data active = inhibition above about 45%;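 also: CRE beta-lactamase reporter cells expressing human S1P2 stimulated with S1P; 0% = agonist at EC80 alone and 100% = agonist plus reference antagonist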
PLAP activator: PLAP enzyme activators, biochemical, luminescence, HTS; hit rate 1.2% among 96,000; activation fold at 20 µM; purified PLAP enzyme, luminescent substrate read-out; stronger effect = higher value; in the data active = activation fold above about 2
Target sequence (P05187 whole entry, looked up): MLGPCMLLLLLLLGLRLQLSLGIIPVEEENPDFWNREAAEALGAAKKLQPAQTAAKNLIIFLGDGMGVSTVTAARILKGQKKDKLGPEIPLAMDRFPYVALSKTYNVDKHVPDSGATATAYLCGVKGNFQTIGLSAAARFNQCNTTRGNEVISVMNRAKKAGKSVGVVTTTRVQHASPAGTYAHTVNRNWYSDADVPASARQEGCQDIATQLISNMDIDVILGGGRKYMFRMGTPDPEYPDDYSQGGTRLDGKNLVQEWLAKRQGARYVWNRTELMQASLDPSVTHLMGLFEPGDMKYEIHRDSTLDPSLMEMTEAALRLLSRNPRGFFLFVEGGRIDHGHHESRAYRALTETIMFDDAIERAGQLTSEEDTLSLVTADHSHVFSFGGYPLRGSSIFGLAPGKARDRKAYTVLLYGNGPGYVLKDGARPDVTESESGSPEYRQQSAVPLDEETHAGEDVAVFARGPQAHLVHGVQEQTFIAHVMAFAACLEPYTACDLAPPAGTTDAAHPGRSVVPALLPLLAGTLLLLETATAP
* = called active by the depositor; . = not tested or not shown. Rule as the data show it, unless noted: active = inhibition above about 30%; inactive = the rest. Not a hit list; 7.1% or so of the library scored in one or more.

SMILES | S1P2 agonist | PostGolgi ctrl | sEH activator | CD11b adhes inh | sEH inhibitor | PostGolgi yeast | E coli WT exp | S1P2 blocker | PLAP activator
CCOC(=O)COn1c(=O)c(=O)n(OC)c2ccccc21 | -2 | 9 | 4 | 20 | -6 | -7 | 5 | -5 | 1.2
Cc1ccc(N(CC(N)=O)C2SC(=O)N(C)C2=O)cc1 (stereo not drawn) | . | 7 | . | -11 | . | -4 | 1 | . | 1.1
C/C(CC(=O)Nc1ccc(Cl)c(Cl)c1)=N\NC(N)=S | -6 | -4 | -15 | . | 14 | -4 | 29 | 11 | 1.4
CCCCCCNC(=O)CSc1nccn1Cc1ccccc1 | 0 | 5 | -11 | -47 | 11 | 3 | -2 | 17 | 0.8
COC(=O)c1cn(CCOc2ccccc2)c2ccccc12 | -7 | 18 | 11 | -3 | -8 | -4 | 2 | -3 | 1
On1c(-c2ccccc2)nc2ccc(Cl)cc21 | -5 | 11 | -7 | 1 | 5 | 0 | 33 | 11 | 0.9
Cc1noc(C)c1S(=O)(=O)N1CCC(C(=O)NC2CCN(Cc3ccccc3)CC2)CC1 | -2 | 13 | -1 | -22 | -2 | -2 | 0 | -18 | 1.6
CP(=O)(COC(=O)c1ccccc1)COC(=O)c1ccccc1 | . | -2 | . | -9 | . | -4 | 9 | . | 1.4
CCCCOc1cc(=O)[nH]c(=O)[nH]1 | -8 | -3 | -3 | -8 | 3 | -3 | 5 | 6 | 0.8
CCOc1ccc(NC(=O)C2CC(=O)N=C(N)S2)cc1 (stereo not drawn) | -4 | 6 | 4 | 8 | -3 | -3 | -5 | -5 | 0.9
CCCCCCC(C)n1cc(C(C)=O)c(=O)[nH]c1=O (stereo not drawn) | -4 | 17 | -1 | . | 1 | 3 | -4 | 10 | 1.1
C=CCn1c(C)cc(C(=O)CSc2nc3ccccc3c(=O)[nH]2)c1C | -3 | 89* | 14 | 12 | -19 | 25 | 3 | -9 | 1.2
O=C(c1ccc(Cl)cc1)c1oc2ccccc2c1CS(=O)c1ccc(Cl)cc1 (stereo not drawn) | -2 | 21 | -2 | 10 | 3 | -2 | -12 | -27 | 1
c1ccc2c(c1)c1c3n2CCNC3CCC1 (stereo not drawn) | -2 | 5 | 11 | -24 | -6 | -3 | 12 | -5 | 0.9
c1cncc(-c2nnc3sc(-c4ccco4)nn23)c1 | -2 | -2 | -3 | -36 | 4 | 4 | -5 | 9 | 1
NC(=O)C1(N2CCCCC2)CCN(C(=S)Nc2ccc(Cl)cc2)CC1 | -7 | 23 | 2 | . | 1 | -2 | -6 | 12 | 0.9
O=C(NCc1ccccc1F)C1CCCN(C(=O)NC2CCCCC2)C1 (stereo not drawn) | -11 | 9 | -46 | -2 | 45 | 21 | 4 | 14 | 1.2
Cn1c(SCC(=O)N2CCN(c3ccccc3)CC2)nnc1-c1c[nH]c2ccccc12 | -7 | -13 | . | 14 | . | 3 | 4 | -1 | 1.7
O=C(CC1c2ccccc2Oc2ccccc21)NCc1ccco1 | -1 | 4 | 14 | -12 | -17 | -13 | 0 | -3 | 1
Cc1noc(C)c1C(=O)NCCc1ccc(Cl)cc1 | -6 | -1 | 4 | -5 | -6 | 18 | -6 | 17 | 0.9
Cc1ccc(C2(C(F)(F)F)N=C3Sc4cc(C)cc(C)c4N3C(=O)N2)cc1 (stereo not drawn) | -10 | 3 | 14 | . | -11 | 90* | 8 | 9 | 1.3
COc1ccc(C(=O)N2CCN(c3cccc(Cl)c3)CC2)c(OC)c1 | 1 | 8 | -1 | 4 | 1 | 5 | -3 | 12 | 1.8
CCc1ccccc1N1CC(C(=O)O)CC1=O (stereo not drawn) | -4 | 26 | -1 | -12 | 3 | 1 | -2 | 16 | 1
Cc1nc2ccccc2c(=O)n1/N=C/c1ccccn1 | -7 | 18 | 4 | -5 | -5 | 9 | -4 | 5 | 1.3
Cc1ccc(NC(=O)CSc2nnc(NC(=O)CN3CCOCC3)s2)cc1 | -6 | 5 | . | -12 | . | -6 | -5 | 13 | 1.5
COc1ccc(OCCOC(=O)c2cccs2)cc1 | -3 | 6 | . | -22 | . | 9 | 3 | 1 | 0.8
O=C(COc1ccc(OCc2ccccc2)cc1)NC1CCOC1=O (stereo not drawn) | -9 | -7 | -16 | . | 15 | -5 | 3 | 0 | 1.1
CCNC(=O)NC1(C(=O)Nc2ccc3c(c2)CCC3)CCCCC1 | -10 | -4 | 10 | . | -12 | 10 | 6 | 14 | 1
O=C(O)c1ccccc1C(=O)N1CC=C(c2ccccc2)CC1 | -4 | 14 | 3 | 4 | -5 | 3 | 0 | 4 | 0.9
COC(=O)c1ccccc1NC(=O)C1CC(=O)N(c2ccc(C)c(C)c2)C1 (stereo not drawn) | -2 | 6 | 15 | -33 | -16 | 0 | 2 | -27 | 1.1
CCOC(=O)CSc1ncc(-c2ccccc2)cn1 | -7 | 6 | -5 | 0 | 7 | 2 | 6 | 28 | 0.9
CCOc1cc(CN2CCSCC2)ccc1O | . | 0 | . | . | . | -9 | 5 | . | 1.1
COCCNC(=O)c1cc2sc3ccccc3c2s1 | -4 | -1 | -2 | -1 | 7 | -1 | 1 | -5 | 1
COc1ccc(/C=N/Nc2nc3ccccc3c(=O)[nH]2)cc1 | -5 | 8 | 10 | 1 | -11 | -4 | -4 | 4 | 1.3
CCC1(C)Cc2c(sc3nnn(CC(=O)Nc4ccccc4C)c(=O)c23)CO1 (stereo not drawn) | -9 | -4 | -10 | -5 | 12 | 5 | -7 | 0 | 0.9
Cc1ccc(Sc2c(C(=O)Nc3ccc(F)cc3F)c(C(F)(F)F)nn2C)cc1 | -2 | 6 | . | . | . | -4 | -7 | 8 | 1.1

6 entries drawn at random from those above, as already listed:
SMILES | S1P2 agonist | PostGolgi ctrl | sEH activator | CD11b adhes inh | sEH inhibitor | PostGolgi yeast | E coli WT exp | S1P2 blocker | PLAP activator
Cc1ccc(NC(=O)CSc2nnc(NC(=O)CN3CCOCC3)s2)cc1 | -6 | 5 | . | -12 | . | -6 | -5 | 13 | 1.5
O=C(O)c1ccccc1C(=O)N1CC=C(c2ccccc2)CC1 | -4 | 14 | 3 | 4 | -5 | 3 | 0 | 4 | 0.9
COc1ccc(/C=N/Nc2nc3ccccc3c(=O)[nH]2)cc1 | -5 | 8 | 10 | 1 | -11 | -4 | -4 | 4 | 1.3
CCOC(=O)CSc1ncc(-c2ccccc2)cn1 | -7 | 6 | -5 | 0 | 7 | 2 | 6 | 28 | 0.9
CCOc1cc(CN2CCSCC2)ccc1O | . | 0 | . | . | . | -9 | 5 | . | 1.1
COc1ccc(OCCOC(=O)c2cccs2)cc1 | -3 | 6 | . | -22 | . | 9 | 3 | 1 | 0.8

PostGolgi yeast, entries above that show a hit.
SMILES,S1P2 agonist,sEH activator,CD11b adhes inh,sEH inhibitor,PostGolgi yeast,S1P2 blocker,PLAP activator
Cc1ccc(C2(C(F)(F)F)N=C3Sc4cc(C)cc(C)c4N3C(=O)N2)cc1 (stereo not drawn),-10,14,.,-11,90*,9,1.3

Next results follow:
SMILES | S1P2 agonist | PostGolgi ctrl | sEH activator | CD11b adhes inh | sEH inhibitor | PostGolgi yeast | E coli WT exp | S1P2 blocker | PLAP activator
COc1cccc(-c2cc(C(=O)N3CCc4ccccc4C3)no2)c1 | -1 | 21 | -5 | -40 | 5 | 1 | -8 | -2 | 1.2
C=CCC(C=C)S(=O)(=O)c1ccc(C)cc1 (stereo not drawn) | -2 | 10 | 7 | 10 | -5 | -3 | 1 | -2 | 1.3
COC(=O)c1ccccc1NC(=O)C1CCCN(S(=O)(=O)c2ccc(OC)cc2)C1 (stereo not drawn) | -3 | 12 | 0 | -18 | 1 | 1 | -8 | -2 | 1.4
O=C(Nc1ccccc1C(=O)N1CCNCC1)c1ccco1 | 1 | . | 11 | . | -11 | . | . | -1 | .
O=C1C(Cl)=C(N2CCCCC2)C(=O)C(Cl)=C1c1cnc(N2CCCCC2)s1 | -1 | . | -1 | . | 4 | . | . | -3 | .
CSc1nc(N2CCOCC2)c2c(c1C#N)CCCCC2 | -3 | 23 | 10 | -17 | -8 | -8 | -13 | -3 | 1
Cc1sc2nc(C)n(/N=C/c3ccc(O)cc3)c(=O)c2c1C | -5 | 0 | 11 | 6 | -14 | 11 | -8 | -14 | 1.1
COc1cc(C2C(C#N)=C(N)OC3=C2C(=O)CCC3)c([N+](=O)[O-])cc1OC (stereo not drawn) | -1 | 27 | 0 | 2 | 0 | 0 | 0 | 11 | 1.1
Cc1ccc(C)n1-c1cc(S(=O)(=O)N2CCOCC2)ccc1N1CCCC1 | -5 | -4 | 8 | -7 | -8 | 6 | 0 | -8 | 1.4
CCC(=O)N1N=C(c2ccc(NS(C)(=O)=O)cc2)CC1c1ccc(C)cc1 (stereo not drawn) | -7 | 14 | -6 | 1 | 6 | -4 | 0 | 0 | 1.3
O=C1CCCC(O)=C1C=Nc1ccc2c(c1)oc1ccccc12 | -7 | 9 | 3 | 12 | 0 | -2 | -3 | 6 | 1
N=c1c2c3c(sc2nc2n1CCCCC2)CCCCC3 | . | 6 | . | -8 | . | -1 | 5 | . | 1.6
COC(=O)c1ccc(CSc2nc3sc4c(c3c(=O)n2C)CCCC4)o1 | . | 26 | . | 5 | . | 0 | -17 | . | 1.7
Cn1c(-c2cccc(Br)c2)cnc1NCc1cccnc1 | -8 | 0 | 6 | 11 | -4 | 0 | 9 | 16 | 1.6
COC(=O)c1ccc(CN2C(=O)NC3(CCCc4ccccc43)C2=O)o1 (stereo not drawn) | -8 | 7 | -13 | -27 | 17 | 7 | 1 | 6 | 1
COc1ccccc1N/C(N)=N/c1nc(CSc2ccc(C)cc2)cc(=O)[nH]1 | -4 | 6 | 5 | 12 | -8 | 6 | -8 | -7 | 1.8
COc1ccc(C(=O)Nn2c(SCc3ccc([N+](=O)[O-])cc3)nc3ccccc3c2=O)cc1 | -7 | 0 | -19 | 3 | 22 | 4 | -11 | -1 | 1
O=C(NCCCO)c1nc2ccccc2s1 | -3 | 3 | 10 | 0 | -8 | -7 | -4 | -12 | 0.8
COC(=O)c1ccc(CNC(=O)CNc2cc(C(F)(F)F)ccc2N2CCOCC2)cc1 | . | 11 | . | 3 | . | -12 | -2 | . | 1
COC(=O)/C=c1/sc2n(c1=O)CCN=2 | -2 | 5 | 6 | -12 | -5 | 0 | 0 | 12 | 1
CCCCCC(=O)N1CCN(CCN=CC2=C(O)CC(c3cccs3)CC2=O)CC1 (stereo not drawn) | -11 | 2 | 7 | -14 | -4 | 7 | 6 | 1 | 1.5
O=C1NC(c2ccco2)Nc2sc3c(c21)CCN(Cc1ccccc1)C3 (stereo not drawn) | 9 | 6 | . | 6 | . | -8 | 0 | -10 | 1.3
O=c1nc(N2CCCCC2)nc2n1CCO2 | 4 | 20 | -2 | -12 | 2 | 14 | 0 | -10 | 1
CCOC(=O)c1cccnc1SCc1cc(=O)n2ccccc2n1 | -4 | 28 | . | -4 | . | 63* | 4 | -8 | 0.9
Cc1ccn2c(CN3CCOCC3)c(-c3ccccc3)nc2c1 | -4 | 0 | 12 | 5 | -10 | 17 | 7 | 3 | 1
CCOC(=O)c1[nH]c2ccccc2c1CCCN1C(=O)c2ccccc2C1=O | -5 | 17 | 3 | . | 1 | 4 | -3 | -11 | 0.9
O=C(c1nn(Cc2ccccc2)c(=O)c2ccccc12)N1CCN(C/C=C/c2ccccc2)CC1 | -3 | 6 | -3 | . | 2 | -1 | -1 | 8 | 1.1
CCOC(=O)c1sc(NC(=O)CCSC)nc1C | -2 | 1 | 3 | 6 | -2 | -2 | 2 | -5 | 1
Cc1ccc(SCCC(=O)Nc2cccc(N(C)S(C)(=O)=O)c2)cc1 | -4 | -13 | -30 | -19 | 26 | 7 | 6 | 2 | 1.6
Cc1ccccc1-c1nc(CN2CCC(C(=O)NCc3ccco3)CC2)c(C)o1 | -5 | 2 | -8 | 1 | 10 | -1 | 10 | 10 | 1.3
